Source: PubChem (several laboratories)
HTRA1 inh = HTRA1 serine protease inhibitors, primary screen, biochemical, fluorescence polarization, HTS; inhibition, % at 5.96 µM; 340,000 compounds, 0.5% hits; Q92743; recombinant HTRA1, FP-rhodamine activity-based probe; in the data active = inhibition above about 36%;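 note: 0% = enzyme with DMSO and 100% = wells lacking enzyme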
Target sequence (Q92743 whole entry, looked up): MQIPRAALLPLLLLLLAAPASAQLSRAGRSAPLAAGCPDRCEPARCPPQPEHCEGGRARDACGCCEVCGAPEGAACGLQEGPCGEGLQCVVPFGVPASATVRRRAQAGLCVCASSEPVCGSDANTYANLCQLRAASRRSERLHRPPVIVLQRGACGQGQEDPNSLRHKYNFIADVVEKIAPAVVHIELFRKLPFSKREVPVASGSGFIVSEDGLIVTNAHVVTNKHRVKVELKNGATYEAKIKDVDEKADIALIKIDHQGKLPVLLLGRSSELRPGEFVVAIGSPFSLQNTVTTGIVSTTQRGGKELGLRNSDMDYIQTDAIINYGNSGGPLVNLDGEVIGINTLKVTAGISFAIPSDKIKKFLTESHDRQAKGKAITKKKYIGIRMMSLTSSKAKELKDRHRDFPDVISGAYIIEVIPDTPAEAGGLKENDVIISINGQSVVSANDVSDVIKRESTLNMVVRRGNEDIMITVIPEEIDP
PRMT1 FP inh = PRMT1 methyltransferase inhibitors, primary screen, biochemical, fluorescence polarization. recombinant PRMT1, activity-based probe fluorescence polarization. inhibition, % at 2.79 µM. 370,000 compounds, 1.3% hits. AID 652257, 2013;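 active = inhibition above about 21% made by adding two undisclosed values, limit read from the data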
Target sequence (Q99873 whole entry, looked up): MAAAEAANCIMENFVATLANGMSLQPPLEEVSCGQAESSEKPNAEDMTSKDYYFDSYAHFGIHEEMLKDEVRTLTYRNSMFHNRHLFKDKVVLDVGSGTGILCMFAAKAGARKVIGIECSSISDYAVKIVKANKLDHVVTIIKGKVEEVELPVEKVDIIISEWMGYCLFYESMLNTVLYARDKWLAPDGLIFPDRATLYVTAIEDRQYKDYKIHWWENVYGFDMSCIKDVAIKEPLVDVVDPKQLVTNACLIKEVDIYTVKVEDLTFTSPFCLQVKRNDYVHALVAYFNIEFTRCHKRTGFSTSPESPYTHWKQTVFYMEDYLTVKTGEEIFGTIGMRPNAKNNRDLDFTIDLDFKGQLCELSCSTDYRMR
UHRF1 binding = UHRF1 methylated DNA binding inhibitors, primary screen, counter-screen for MBD2 inhibitor project, biochemical, TR-FRET, human UHRF1, single concentration | E3 ubiquitin-protein ligase UHRF1 (Homo sapiens), Q96T88 | UHRF1 binding to methylated oligo | inhibition, % at 4.4 µM | 370,000 compounds, 0.75% hits; in the data active = inhibition above about 21%;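 note: UHRF1 SRA domain binding a hemimethylated CpG hairpin DNA probe; 0% = median of test compound wells and 100% = reference inhibitor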
GC-B act = human GC-B receptor activators, primary screen, HEK293 GC-B cells, cGMP TR-FRET, EC30 CNP; Atrial natriuretic peptide receptor 2 (Homo sapiens), P20594; activation, % at 10 µM; 370,000 compounds, 0.11% hits; 0% at EC30 CNP, 100% saturating CNP;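 active = activation at 10 µM reaching about 35% in either raw or pattern-adjusted values, limit read from the data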
MBD2 DNA inh = inhibitors of MBD2 binding to methylated DNA, primary screen, biochemical, TR-FRET, DNA-binding domain, human | AID 686964, 2013 | Methyl-CpG-binding domain protein 2 (Homo sapiens), Q9UBB5 | inhibition, % at 4.4 µM | MBD2 binding to methylated oligonucleotide | 370,000 compounds, 0.31% hits; in the data active = inhibition above about 13%
rCAG RNA binder = binders of r(CAG) RNA repeats, primary screen, biochemical, fluorescence. r(CAG) RNA repeat, TO-PRO-1 dye displacement fluorescence. inhibition, % at 3 µM. 370,000 compounds, 1.3% hits. AID 651821, 2012;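 active = inhibition above the plate cutoff, the mean of all test compounds on that plate plus 3 SD, cut at about 35% in these data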;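 note: 0% = DMSO alone and 100% = 100 µM mitoxantrone as full dye displacement; higher means more dye released from RNA so lower well fluorescence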
mABHD4 FP = ABHD4 inhibitors, primary screen, biochemical, fluorescence polarization, mouse | (Lyso)-N-acylphosphatidylethanolamine lipase (Mus musculus), Q8VD66 | purified mABHD4, FP-Rh probe fluorescence polarization | inhibition, % at 8.92 µM | 370,000 compounds, 0.54% hits | AID 720543, 2013;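 active = inhibition exceeding the mean over every tested compound plus 3 SD, cut at about 30% in these data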;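 note: 0% = plate median of compound wells and 100% = S159A mutant with DMSO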
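Test system: mABHD4 protein; Read-out basis: % inhibition; Incubation: 45 min + 60 min at 25 °C; Repeats: single replicate; Technique: fluorescence polarization with parallel and perpendicular emission, 525/598 nm; Compound: 8.92 µM, single dose; Benchmarks: full inhibition S159A mutant plus DMSO, zero as sample-well median.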
SIAE primary = human SIAE inhibitors, primary screen, biochemical, fluorescence polarization, FP-Rh probe, 1536-well HTS | 370,000 compounds, 0.69% hits | inhibition, % at 9.66 µM | SIAE FP-Rh probe binding | Sialate O-acetylesterase (Homo sapiens), Q9HAT2;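 active = inhibition above a cutoff: mean of compounds within the control limits plus 3 SD of those, cut at about 17% in these data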;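 note: 0% = plate median of compound wells and 100% = probe without SIAE protein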
TCR-CD3 inh = inhibitors of human TCR-CD3 interaction, primary screen, biochemical, fluorescence, TAMRA-labeled TCR probe. inhibition, % at 9.4 µM. AID 651800, 2012. 360,000 compounds, 0.37% hits; in the data active = inhibition above about 19%;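 note: recombinant mutant TCR 2C K166C tagged with TAMRA read by polarization; 0% = receptor in buffer alone and 100% = receptor with positive control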
NPR1 activator = GC-A stimulated cGMP production enhancers – HEK293 GC-A cells, cGMP TR-FRET, EC30 ANP, primary screen. 370,000 compounds, 0.14% hits. Atrial natriuretic peptide receptor 1 (Homo sapiens), P16066. activation, % at 10 µM. 0% at EC30 ANP, 100% saturating ANP. AID 1671463, 2021; in the data active = activation above about 40%
* hit, by the source's call; / = no result given. These rows are one share of the data; rates above refer to the full screens.

SMILES	HTRA1 inh	PRMT1 FP inh	UHRF1 binding	GC-B act	MBD2 DNA inh	rCAG RNA binder	mABHD4 FP	SIAE primary	TCR-CD3 inh	NPR1 activator
C/C(=N/NC(=O)CC1N=C(Cc2ccccc2)NNC1=O)c1cccnc1 (stereo unspecified)	3	5	1	-4	-1	-1	1	-4	0	0
Cc1ccc(C(=O)N2CCN(S(=O)(=O)c3ccccc3)CC2)cc1	-1	0	5	-2	-3	-5	6	-3	2	-2
CCOC(=O)c1cc2c(ccn2C)n1CC(=O)N1CCC(C)CC1	9	1	3	-7	1	-1	-10	-9	8	-1
CCOc1ccc(C(=O)Nc2c(C(N)=O)oc3ccccc23)cc1	-27	6	-1	-7	-4	9	-21	-14	3	-1
Cc1cccc(N2C(=O)C3C4CC(C(Br)C4Br)C3C2=O)n1 (stereo unspecified)	0	-1	4	-2	1	4	-2	-5	-4	2
COc1ccc(-c2cc(C(=O)NCC3CCCO3)c3cc(C)ccc3n2)cc1 (stereo unspecified)	-19	-1	-3	13	-1	-1	1	-14	6	1
c1ccc(CSc2n[nH]c(-c3ccco3)n2)cc1	-4	1	1	/	0	3	5	-2	-2	/
CCCN(CCC)S(=O)(=O)c1ccc(NS(C)(=O)=O)cc1	5	2	3	5	4	1	5	9	-6	4
O=c1c2ccccc2nc(-c2ccco2)n1/N=C/c1ccccc1O	-2	3	-4	2	-1	0	16	-6	2	5
Cc1cc(C(=O)NC(C)C2CCCO2)c(C)o1 (stereo unspecified)	-7	-5	-2	-6	-5	-1	3	-6	14	2
Cc1onc(-c2ccccc2Cl)c1C(=O)N1CCN(c2ccccc2)CC1	-3	1	-1	0	-2	-6	5	2	-2	0
COc1ccc(C)cc1NC(=O)CSc1nnc(-c2n[nH]c3c2CCC3)n1N	/	4	9	0	2	2	-3	1	/	2
CN(C)S(=O)(=O)c1ccc(C(=O)OCC2CC2(Cl)Cl)cc1 (stereo unspecified)	-6	3	1	-3	-2	-2	-2	0	2	2
CCOc1cc(C(=O)NC(C)Cc2cccs2)cc(OCC)c1OCC (stereo unspecified)	3	5	1	0	7	-6	7	5	-3	1
CC(=O)N1CCc2ccccc2C1CC(=O)O (stereo unspecified)	5	-4	-1	0	-6	0	-6	-1	1	-1
CCOCCCn1c(SCC(=O)Nc2ccc(OC)cc2)nc2ccccc2c1=O	-5	10	4	1	4	0	-12	-11	4	-8
COc1ccccc1NC(=O)CSc1nn2c(=O)c(C)nnc2s1	0	-5	0	6	-1	-1	-4	6	2	3
O=S(=O)(NCc1ccc(Cl)cc1)c1ccc(Cl)nc1	-3	-1	-2	0	1	0	0	-3	1	0
Cc1ccc(NC(=O)CSc2nc(N)c3cc4c(nc3n2)CCCC4)cc1	-23	-2	-4	-5	1	16	-13	-10	0	-3
Cc1ccc2c(CSc3nnc(N)s3)cc(=O)oc2c1	-13	-1	0	-4	-2	6	-1	-2	1	-1
COCc1cccc(-c2csc(C(NC(C)=O)c3ccccc3)n2)c1 (stereo unspecified)	/	0	1	0	3	0	-7	-8	8	-1
O=C(Cc1cccs1)N1CCN(c2cccc(Cl)c2)CC1	-2	1	-1	1	2	2	1	-1	4	-3
COC(=O)[C@]1(C)N[C@H](c2ccc(-c3ccc(F)cc3)cc2)[C@@H]2C(=O)N(C)C(=O)[C@@H]21	-4	3	-1	-2	3	0	2	11	-1	7
CSc1nc2ccc(NC(=O)c3ccc(=O)n(C)n3)cc2s1	-6	0	1	-4	0	3	7	1	2	0

Limited to UHRF1 binding, rCAG RNA binder and TCR-CD3 inh (four entries from above):
smiles | UHRF1 binding | rCAG RNA binder | TCR-CD3 inh
O=S(=O)(NCc1ccc(Cl)cc1)c1ccc(Cl)nc1 | -2 | 0 | 1
Cc1ccc2c(CSc3nnc(N)s3)cc(=O)oc2c1 | 0 | 6 | 1
CSc1nc2ccc(NC(=O)c3ccc(=O)n(C)n3)cc2s1 | 1 | 3 | 2
COCc1cccc(-c2csc(C(NC(C)=O)c3ccccc3)n2)c1 (stereo unspecified) | 1 | 0 | 8

Remaining list, next part:
SMILES	HTRA1 inh	PRMT1 FP inh	UHRF1 binding	GC-B act	MBD2 DNA inh	rCAG RNA binder	mABHD4 FP	SIAE primary	TCR-CD3 inh	NPR1 activator
Cc1nnc(N/N=C/c2c(Cl)cccc2Cl)n1N	5	3	6	3	-2	0	-1	2	3	-2
c1ccc(CC2CCN(c3ncnc4sccc34)CC2)cc1	-9	-4	-3	-2	-6	-2	-6	-2	0	1
Cc1ccc(S(=O)(=O)N2CC3(O)CN(C(=O)OC(C)C)N(C(=O)OC(C)C)CC3(OC(=O)NC3CCCC3)C2)cc1 (stereo unspecified)	-9	-1	-1	5	0	0	8	-6	-5	5
O=C(Cn1ncc(N2CCOCC2)c(Br)c1=O)c1ccc(Cl)cc1	6	-2	1	3	-5	-1	-5	9	-1	5
CCc1nnc(NC(=O)c2ccc(S(=O)(=O)N3CCCC(C)C3)cc2)o1 (stereo unspecified)	2	-2	0	12	-1	11	1	4	-2	2
COC(=O)C1=C(N)Oc2cc(C)[nH]c(=O)c2C1c1ccncc1 (stereo unspecified)	-4	-1	4	3	0	-2	0	0	3	-1
CCOC(=O)N1CCN(C(=O)CSc2nnc(-c3cccs3)o2)CC1	0	-2	-1	1	0	0	2	2	-3	0
COc1ccc(-c2c(C#N)c(N)nc3c2c(=O)n(C)c(=O)n3C)cc1	-3	2	5	1	-2	2	-1	5	-2	0
O=C(Cn1c(=O)sc2ccccc21)NCc1ccccn1	6	0	2	0	4	-1	-1	-3	-6	-1
COC(=O)NNC(=S)NCc1ccc(C)cc1	9	2	1	-2	0	-6	7	13	-7	1
COc1ccc2c(c1)NC(=O)[C@@]2(CCN1C(=O)c2ccccc2C1=O)c1[nH]c2ccccc2c1CCN1C(=O)c2ccccc2C1=O	/	5	-1	-3	2	/	-21	-16	/	-7
COC(=O)CN1C(=O)N/C(=C/c2cc3c(cc2OC)OCO3)C1=O	3	-4	-5	-4	-3	-3	1	7	-3	-1
O=C(COC(=O)c1cnccn1)NCCc1ccc(Cl)cc1Cl	-2	-3	-3	0	1	-3	1	-1	4	-1
CCOCc1[nH]c(=S)[nH]c(=O)c1Cc1ccc(OC(C)C)cc1	3	-3	0	-3	3	-1	5	3	0	-8
CCOC(=O)C1=C(c2ccccc2)N=c2s/c(=C\c3ccco3)c(=O)n2C1c1cccs1 (stereo unspecified)	0	23*	8	-3	5	44*	13	-1	0	-10
CCn1c(COc2ccc(Cl)cc2)nnc1SC1CCc2ccccc2C1=O (stereo unspecified)	3	2	3	-3	4	3	4	-1	4	2
CSCCC(C(=O)NC1CCCC1)n1c(-c2ccccn2)nc2ccccc21 (stereo unspecified)	/	1	-2	-15	2	2	-10	-1	2	-18
Cc1ccccc1C(=O)N[C@H](C(=O)Nc1ccc(Cl)c(Cl)c1)C(C)C	-7	1	3	0	3	-4	4	-5	-4	1
Cc1ccc(CNc2cnn(C34CC5CC(CC(C5)C3)C4)c(=O)c2Cl)cc1	0	0	-3	0	-7	30	7	-1	10	0
O=C(Nc1nnc(C2CC2)s1)c1cc(Cl)sc1Cl	-2	-5	-2	6	-2	4	-2	-2	4	-3
COc1cccc(C(=O)NNC(=O)C2CCCO2)c1 (stereo unspecified)	0	3	2	6	4	1	2	-1	1	3
COCc1c(C(=O)OCC(=O)N(C)C2CCS(=O)(=O)C2)oc2ccccc12 (stereo unspecified)	2	3	0	-4	-5	2	1	-1	-4	3
COc1ccc(S(=O)(=O)N2CCN(C(=O)c3ccc(NC(C)=O)cc3)CC2)cc1	-2	12	2	-2	6	5	-7	-6	-3	1
C[C@H](CO)N1C[C@H](C)[C@@H](CN(C)C(=O)Nc2cccc(F)c2)OCc2cn(nn2)CCCC1=O	/	-2	-1	2	-3	0	1	12	5	0
CCCN1C(=O)/C(=C\C=C2/Sc3ccccc3N2CCO)SC1=S	-36	19	1	-3	-5	-1	-57	-64	-23	-7
Cc1ccc(C(=O)OC2OC(=O)C(Cl)=C2N2CCOCC2)cc1 (stereo unspecified)	-2	1	0	24	1	-4	8	0	-3	15
CCCc1cc(C(=O)OC)c(NC(=O)c2cc(C)on2)s1	-11	-3	0	-5	-4	3	2	-4	-2	-8
CN(Cc1ccccc1)C(=C(Cl)Cl)/C(=C1/NCCN1C)[N+](=O)[O-]	4	3	-2	2	1	0	-4	5	3	-3
COc1ccc(C(=O)CNc2ccccc2CO)cc1	1	0	2	0	-1	6	-3	4	1	1
CC1(C)Cc2c(C#N)c(NCCN3CCOCC3)nc(-c3ccco3)c2CO1	-3	-3	-5	1	-6	1	0	0	11	2
Cc1cc2nc(-c3cccc(Cl)c3)c(CC(C)(C)C)n2c(C)c1Br	/	0	0	-4	-4	1	1	-1	-5	1
COc1ccc(CN2CCC2(C)C(=O)NCCNC(C)=O)c2ccccc12 (stereo unspecified)	/	-9	0	-4	-5	0	0	-2	4	-1
Nc1nncn1C(=O)CCCOc1ccc(Cl)cc1Cl	11	-5	-4	0	1	0	6	-1	-4	33
COc1cc(NC(=O)[C@H]2O[C@@H](n3cnc4c(N)ncnc43)[C@H](O)[C@@H]2O)cc(OC)c1OC	/	-3	0	0	-2	2	4	61*	4	1
O=C(c1ccc(CS(=O)c2ccc(F)cc2)o1)N1CCN(C2CCCCC2)CC1 (stereo unspecified)	-1	-3	0	-1	-2	-6	-7	9	-3	2
Cc1ccc(N(C(=O)c2snc(C(N)=O)c2N)C(CC(C)C)C(=O)NC2CCCC2)cc1 (stereo unspecified)	-1	2	-2	-6	-2	-3	0	-1	-6	-9
O=C1CCC(OCc2ccccc2)CCN1CC[C@@H](Sc1ccccc1)c1ccccc1 (stereo partly specified)	/	-7	-2	0	7	2	-1	-6	1	2
CSc1ccccc1NC(=O)CN(C)C(=O)CCc1c[nH]c2ccccc12	2	1	21*	5	5	0	5	-1	-8	1
O=C(N/N=C/c1ccc2c(c1)OCO2)/C(=C/c1ccc2c(c1)OCO2)NC(=O)c1ccccc1	-12	0	-3	-5	-1	12	6	5	-2	8
O=C(C[n+]1cccc(C(=O)N/N=C/c2ccc(Br)cc2)c1)c1ccccc1	2	-5	-5	-5	-7	6	7	-1	0	5
COc1ccccc1Nc1nc(N)nc(CN2CCOCC2)n1	-1	-3	1	1	-2	3	1	0	6	-1
